PABP1 MLLE inh: inhibitors of microRNA-mediated deadenylation, human PABP1 MLLE binding; inhibition, % at 20 µM; AID 588489; GST-MLLE / FITC-PAM2 fluorescence polarization; hit rate 0.36% among 360,000; in the data active = inhibition above about 35%, passing the limit was not always enough;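 also: plate controls were DMSO wells with GST-MLLE for no effect and wells lacking GST-MLLE protein for full effect; some results filed as inactive read as strong as hits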
Neddylation inh: cullin neddylation inhibition; P61081+Q13564; TR-FRET cullin neddylation, biochemical; calls only at 25 µM; hit rate 0.58% among 360,000; in the data active = inhibition above about 36%
Target sequence (P61081 whole entry, looked up): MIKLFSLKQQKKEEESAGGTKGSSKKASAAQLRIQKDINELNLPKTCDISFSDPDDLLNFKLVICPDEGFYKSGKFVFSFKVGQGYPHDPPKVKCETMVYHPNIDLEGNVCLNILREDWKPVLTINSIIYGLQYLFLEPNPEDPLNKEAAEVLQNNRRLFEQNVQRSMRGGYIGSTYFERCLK
Target sequence (Q13564 whole entry, looked up): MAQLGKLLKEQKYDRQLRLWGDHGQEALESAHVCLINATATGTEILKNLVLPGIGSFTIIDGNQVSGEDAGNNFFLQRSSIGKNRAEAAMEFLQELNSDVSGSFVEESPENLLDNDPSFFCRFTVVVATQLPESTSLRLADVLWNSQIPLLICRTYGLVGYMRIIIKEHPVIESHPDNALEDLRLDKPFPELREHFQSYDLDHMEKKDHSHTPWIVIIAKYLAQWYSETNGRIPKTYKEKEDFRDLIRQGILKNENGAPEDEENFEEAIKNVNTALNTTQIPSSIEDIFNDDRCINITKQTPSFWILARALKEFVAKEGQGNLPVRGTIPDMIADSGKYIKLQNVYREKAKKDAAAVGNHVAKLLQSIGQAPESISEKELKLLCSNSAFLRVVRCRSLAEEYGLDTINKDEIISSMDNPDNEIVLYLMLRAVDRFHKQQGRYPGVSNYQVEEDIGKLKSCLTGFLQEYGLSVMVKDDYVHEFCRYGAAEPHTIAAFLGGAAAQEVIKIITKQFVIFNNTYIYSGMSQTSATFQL
TbMetRS inhib: blocks T. brucei methionyl-tRNA synthetase activity. purified T. brucei MetRS, ATP depletion, Kinase-Glo luminescence. hit rate 0.4% among 360,000. inhibition, % at 11.9 µM;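 active = inhibition above a per-plate cutoff of the control wells' mean inhibition plus 3 SD, cut at about 5.5% in these data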;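 also: 0% = DMSO wells median and 100% = median of wells with control inhibitor compound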
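Assay system: T. brucei methionyl-tRNA synthetase, purified | Medium: HEPES buffer with MgCl2, KCl, DTT, spermine, BSA, pyrophosphatase | Compound: 11.9 µM single point | Incubation: 15 min enzyme-compound preincubation, 2 h reaction, 10 min detection, 25 °C | Measured by: Kinase-Glo luciferase luminescence reporting remaining unconsumed ATP | Measure: % inhibition normalized to control-well medians | Replication: Singlicate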
CSN inh: inhibitors of human CSN-mediated cullin deneddylation. Q92905. Purified CSN, SCF-Nedd8-OG deneddylation, fluorescence polarization. inhibition, % at 12.5 µM. hit rate 0.38% among 360,000. AID 651999;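 active = pattern-corrected inhibition above about 35%, with an unprinted fluorescence ratio check between 0.5 and 1.5, limit read from the data, passing the limit was not always enough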;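 also: 0% = enzyme with substrate and 100% = substrate without enzyme; some results filed as inactive read as strong as hits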
Target sequence (Q92905 whole entry, looked up, one chain of several): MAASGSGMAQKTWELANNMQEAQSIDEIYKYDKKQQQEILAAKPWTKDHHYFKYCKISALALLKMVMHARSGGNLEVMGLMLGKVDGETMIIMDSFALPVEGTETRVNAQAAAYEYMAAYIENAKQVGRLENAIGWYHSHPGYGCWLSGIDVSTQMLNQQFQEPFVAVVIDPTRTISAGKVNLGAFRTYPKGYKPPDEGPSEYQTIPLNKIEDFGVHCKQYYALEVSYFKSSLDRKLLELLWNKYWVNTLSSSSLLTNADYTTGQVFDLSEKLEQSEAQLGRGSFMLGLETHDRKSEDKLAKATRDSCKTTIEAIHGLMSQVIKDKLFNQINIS
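Assay system: HEK293T-derived human Csn5 enzyme; quantity: 0.24 nM enzyme; medium: Tris/NaCl/DTT buffer, pH 7.5; also added: substrate SCFSkp2-Nedd8OG, 10 nM; doses: 12.5 µM compound; schedule: 90 min reaction at room temperature; signal: FP; read-out: % inhibition of substrate cleavage by Csn5; benchmarks: substrate-only high control, full reaction low control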
MsrA act: bovine methionine sulfoxide reductase A activation. purified bovine MsrA, absorbance read-out. activation, % at 10.6 µM. AID 602163. hit rate 0.3% among 360,000; in the data active = activation above about 7.5%;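 also: 0% = vehicle and 100% = reference activator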
MsrA inh: bovine MsrA inhibition; purified bovine MsrA, absorbance read-out; inhibition, % at 15.5 µM; hit rate 0.75% among 360,000; in the data active = inhibition above about 4.5%;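 also: 0% = vehicle wells with enzyme and 100% = reference inhibitor wells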
FAS-TE inh: blocks the thioesterase domain of human fatty acid synthase. recombinant FAS-TE, OMFH fluorogenic substrate, fluorescence endpoint. inhibition, % at 15 µM. hit rate 0.67% among 360,000. AID 602261;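 active = compounds whose normalised, plate-corrected inhibition of enzyme fluorescence in the single-dose primary screen is 50% or more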;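 also: 0% = DMSO with enzyme and 100% = substrate without enzyme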
Rin1-Abl PPI inh: inhibitors of human Rin1-Abl protein interaction; P00519+Q13671; TR-FRET Rin1/Abl binding, biochemical; inhibition, % at 7.35 µM; hit rate 0.4% among 360,000; AID 588664; in the data active = inhibition above about 5%, passing the limit was not always enough
E coli Lon inh: inhibitors of E. coli Lon protease. inhibition, % at 7.94 µM. purified E. coli Lon protease, fluorescence polarization. P0A9M0. AID 602123. hit rate 0.42% among 360,000; in the data active = inhibition above about 13%, passing the limit was not always enough;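 also: 0% = enzyme with probe and DMSO and 100% = no enzyme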
* = called active by the depositor; i = inactive; / = not tested or not shown; & = joins results of further samples. Outcome played no part in choosing rows; 4% or so of the library scored in one or more.

SMILES	PABP1 MLLE inh	Neddylation inh	TbMetRS inhib	CSN inh	MsrA act	MsrA inh	FAS-TE inh	Rin1-Abl PPI inh	E coli Lon inh
CCOc1ccc(C(=O)Nc2c3c(nn2-c2cccc(C)c2C)CS(=O)C3)cc1 (stereo not drawn)	-3	i	-0.7	5	-5	0.3	-4	-1	6
COc1cc2c(cc1OC)-c1nnc(-c3cccs3)n1C1(CCCC1)C2	-7	i	-0.9	1	-1	0.9	-6	0	7
CN(C)C(=O)COC(=O)[C@H](Cc1ccccc1)NC(=O)c1ccco1	3	i	-0.4	2	1	0.9	-4	0	-2
O=C(Nc1nc(-c2ccc(-c3ccccc3)cc2)cs1)C1CCCO1 (stereo not drawn)	-4	i	-0.5	6	1	2.4	21	0	-1
CN1C(=O)c2ccccc2Sc2ccc(NC(=O)NC3CC3)cc21	13	i	-0.4	3	1	0.4	2	-3	-4
Cc1ccccc1C(=O)N/N=C/c1ccsc1C	9	i	0.1	-1	2	-1.9	-13	0	-11
O=C(NC(Cc1ccccc1)C(=O)N1CCN(c2ccccc2O)CC1)c1ccccc1 (stereo not drawn)	-9	i	-0.2	0	-1	0.8	-2	-2	7
Clc1nnc(NN=C2CCCC2)c2ccccc12	-22	i	-0.2	3	-4	0.6	-2	3	-6
O=C(NCC1CCCCC1)c1cccnc1Cl	-7	i	-0.4	-2	1	-0.4	-2	0	-5
CCn1c(SCC(=O)c2ccc3ccccc3c2)nnc1-c1cccs1	-26	i	-0.7	9	-1	-0.5	-8	0	-9
Cc1ccccc1C(=O)Nc1c(C(=O)N(CCN(C)C)Cc2ccco2)oc2ccccc12	4	i	-0.5	0	-4	0.0	-5	1	-4
O=C(CCc1nnc2ccc(N3CCC4(CC3)OCCO4)nn12)NCc1ccc(F)cc1	-16	i	-0.3	0	-1	1.4	-6	3	5
Cc1ccc(CSc2nnc(CNc3ccc(F)cc3)o2)cc1	-4	i	-0.7	106	-4	-0.9	20	2	-6
NC(=O)c1ccc(NC(=O)COC(=O)C(Cc2ccccc2)NC(=O)c2ccccc2)cc1 (stereo not drawn)	0	i	-0.6	-18	-11	1.6	0	3	-13
COc1ccc([C@H]2CC(=O)C=C(c3ccc(F)cc3OCc3ccccc3)C2)cc1	-1	i	0.2	1	-5	-0.2	24	2	-10
Cc1ccccc1NC(=O)NNC(=O)c1ccc2ccccc2c1	1	i	1.2	5	-3	0.0	-2	-4	1
O=C(CC1SC(N2CCCCC2)=NC1=O)Nc1ccc(C(=O)Nc2ccccc2)cc1 (stereo not drawn)	1	i	-0.3	-1	-3	-0.5	-2	1	1
CCCCCn1c(CNC(=O)COC)nc2ccccc21	1	i	-0.8	-1	-7	-0.5	-6	4	0
CCCN(C(=O)CCNC(=O)c1ccc(Cl)cc1)c1c(N)n(Cc2ccccc2)c(=O)[nH]c1=O	-6	i	-0.3	3	-2	-0.4	-17	1	-1
Cc1cc(C)n2c(NC3CCCC3)c(-c3cc4ccccc4o3)nc2n1	/	i	-0.2	0	-3	1.9	11	/	-5
CC(C)(C)NC(=O)C(c1ccccn1)N(C(=O)C1CSC(=O)C1)c1ccccc1F (stereo not drawn)	3	i	-1.0	6	-3	0.5	-3	2	-12
CC(=O)n1cc(C(C[N+](=O)[O-])SCCN)c2ccccc21 (stereo not drawn)	29	i	-0.4	8	-1	/	-16	1	-12
O=C(Cn1nc(C(=O)O)c2ccccc2c1=O)c1c[nH]c2ccccc12	-3	i	1.7	0	-13	-0.4	-5	1	-10
O=C(CCc1nc(-c2ccccc2Cl)no1)NC1CCCCC1	-16	i	-0.4	1	-1	-1.8	-2	1	1
O=C(Nc1ccc(F)cc1F)c1cccc(S(=O)(=O)N2CCCCC2)c1	3	i	-0.2	-2	-6	0.3	1	5	2

More structures follow.
SMILES	PABP1 MLLE inh	Neddylation inh	TbMetRS inhib	CSN inh	MsrA act	MsrA inh	FAS-TE inh	Rin1-Abl PPI inh	E coli Lon inh
O=C(NCc1cccs1)c1cccnc1C(=O)O	-7	i	-1.2	-8	-8	/	-6	4	1
Cc1ccc([C@@H]2C[C@H]3[C@@H](CN2S(=O)(=O)c2ccc(C)cc2)C(=O)C[C@@H](c2ccc(Cl)cc2)N3S(=O)(=O)c2ccccc2C)cc1	5	i	0.1	-3	-5	1.4	19	0	0
CC(C)CC(COCc1cccc(C(F)(F)F)c1)N1CCN(C(=O)c2cccc(C(F)(F)F)c2)CCC1=O (stereo not drawn)	-4	i	-0.2	-6	0	-0.8	26	3	1
Cc1csc(NC(=O)CCN2C(=O)c3ccccc3S2(=O)=O)n1	3	i	-0.1	-2	-4	0.9	-7	-2	-6
Cc1ccccc1S(=O)(=O)NC(=O)C1(C)CCN1C(=O)COc1ccc(Cl)cc1 (stereo not drawn)	-10	i	-0.1	3	1	-0.9	-7	2	0
CCn1c(SCC(=O)Nc2ccc(OC)cc2)nnc1-c1ccco1	4	i	-0.6	5	-4	0.5	-3	-2	-6
CCN1CCN(S(=O)(=O)c2ccc(OC)c3ccccc23)CC1	9	i	-0.6	0	-3	1.2	-4	-2	4
CCCCCCSc1cccc(-c2nc3ccccn3c2NCc2ccccc2)c1	4	/	-0.4&0.5	-3&18	-2&-3	0.7&0.5	23&35	3	-11&0
Cc1ccc(SCc2c(C(=O)N/N=C/C3CC=CCC3)nnn2-c2nonc2N)cc1 (stereo not drawn)	-79	i	-0.4	-3	-2	0.2	23	-1	0
Cc1oncc1C(=O)Nc1cccc(C#N)c1	-8	i	0.4	-2	-2	-1.3	-6	-1	11
CCOc1ncccc1C(=O)N1CCN(S(=O)(=O)c2cccs2)CC1	-38	i	-0.3	1	-1	-1.0	-3	1	-8
COC(=O)C1=CO[C@@H](C)[C@H]2CN3CCc4c([nH]c5ccccc45)[C@@H]3C[C@H]12	19	i	-1.2	-5	-6	-0.8	5	2	5
C/[N+]([O-])=C/c1c(OCc2ccccc2)ccc2ccccc12	3	i	-1.5	4	-9	1.2	1	3	12
COc1ccccc1C(=O)NNC(=S)NC(=O)c1sc2ccccc2c1Cl	29	i	0.4	-8	-2	0.1	19	-5	5
CCOc1cc(N2CCOCC2)c(OCC)cc1NC(=O)c1ccc2ccccc2n1	-1	i	-0.3	-13	-7	1.3	17	3	-6
CSc1ncnc2c1ncn2CCCN1CCN(c2ccccn2)CC1	10	i	-0.1	-1	-2	-0.6	-10	2	-4
Cc1cccnc1NCC(O)COc1ccccc1 (stereo not drawn)	-2	i	-1.6	2	-1	0.8	-6	-3	-1
COc1ccc(C2/C(=C(\O)c3ccc4c(c3)OCCO4)C(=O)C(=O)N2CCCN(C)C)c(OC)c1 (stereo not drawn)	1	i	-2.7	1	-11	0.8	-10	0	2
CCCCCCCCCCOC(=O)NC1CCS(=O)(=O)C1 (stereo not drawn)	0	i	0.2	-10	-5	0.2	23	-1	-3
COc1ccc(O)c(C(=O)c2cnn(-c3ccccn3)c2)c1	-3	i	-0.8	3	-2	0.6	12	5	84*
O=C(c1ccncc1)N1CCN(C(=O)c2cccs2)CC1	7	i	0.6	-3	-2	-1.6	-7	0	4
COC(=O)C1CCN(C(=O)CCCOc2ccccc2)CC1	-8	i	-0.1	3	0	0.0	-5	-1	-6
Cc1cc(C(=O)NC2CC(C)(C)Cc3c2cnn3-c2ccccc2C)c(C)o1 (stereo not drawn)	3	i	0.1	3	-5	-0.1	2	3	-6
Cc1ccc(NC2=Nc3ccccc3CS2)cc1	7	i	0.1	2	0	0.3	-4	-2	-9
O=[N+]([O-])c1ccc(-n2cnc3ccccc32)c([N+](=O)[O-])c1	20	i	-0.4	-11	0	1.3	0	0	5

Brought forward from above: six entries, followed by the next part.
SMILES	PABP1 MLLE inh	Neddylation inh	TbMetRS inhib	CSN inh	MsrA act	MsrA inh	FAS-TE inh	Rin1-Abl PPI inh	E coli Lon inh
COc1ccc(O)c(C(=O)c2cnn(-c3ccccn3)c2)c1	-3	i	-0.8	3	-2	0.6	12	5	84*
O=C(c1ccncc1)N1CCN(C(=O)c2cccs2)CC1	7	i	0.6	-3	-2	-1.6	-7	0	4
COC(=O)C1CCN(C(=O)CCCOc2ccccc2)CC1	-8	i	-0.1	3	0	0.0	-5	-1	-6
Cc1cc(C(=O)NC2CC(C)(C)Cc3c2cnn3-c2ccccc2C)c(C)o1 (stereo not drawn)	3	i	0.1	3	-5	-0.1	2	3	-6
Cc1ccc(NC2=Nc3ccccc3CS2)cc1	7	i	0.1	2	0	0.3	-4	-2	-9
O=[N+]([O-])c1ccc(-n2cnc3ccccc32)c([N+](=O)[O-])c1	20	i	-0.4	-11	0	1.3	0	0	5
Cc1cnccc1CN(C)C(=O)CC1C(=O)NCCN1CC1CCCCC1 (stereo not drawn)	4	i	-0.2	3	-4	0.3	-1	0	0
CCn1cc(C(C)NC(=O)Nc2ccccc2C(=O)OC)c(C)n1 (stereo not drawn)	-4	i	0.3	6	-2	0.3	0	6	4
CCOC(=O)C1CCN(C(=O)COc2ccc3c(c2)OCO3)CC1	25	i	-0.8	-1	-2	0.8	-2	1	0
CCOC(=O)C1CCCN(C(=O)COc2ccc(N(C)S(=O)(=O)c3ccc(C)cc3)cc2)C1 (stereo not drawn)	-2	i	-0.6	3	-2	0.1	3	-1	3
COc1ccc([C@H]2CC(=O)C=C(c3ccc(SC)cc3)C2)cc1	6	i	-0.2	-1	-3	-0.7	30	1	-3
COc1cc(C)ccc1N(CCCN1C(=O)c2cccc3cccc(c23)C1=O)C(=O)c1cccs1	-4	/	0.0	1	2	0.7	24	-3	0
CCCCCC(O)(c1ccc(OCC)cc1)C(CN1CCOCC1)c1ccccc1 (stereo not drawn)	4	i	-1.0	-1	0	0.0	18	-3	-1
COC(=O)C1=C(C)NC(C)=C(C(=O)OC)C1C(=O)OC1CCCCC1=O (stereo not drawn)	6&-2	i	-0.3&-0.1	-1&-4	0&-3	0.7&3.3	-5&-5	3&1	-3&-6
COC(=O)C(NC(=O)c1ccco1)(Nc1ccc(Br)cn1)C(F)(F)F (stereo not drawn)	4	i	-0.5	0	0	0.1	-1	-1	-6
CCOC(=O)c1c(-c2ccccc2Cl)csc1NC(=O)c1cc(S(=O)(=O)N2CCOCC2)ccc1C	23	i	-0.5	1	-3	0.5	39	-5	4
NC(=O)C1(N2CCCCC2)CCN(C(=O)c2ccc(C#Cc3ccccc3)o2)CC1	-5	i	-0.3	7	-3	0.3	12	1	-15
CCOC(=O)C1CCN(C(=O)c2ccccc2)c2scc(-c3ccccc3)c2C1=O (stereo not drawn)	-10	i	-0.1	-2	-3	-1.4	21	-6	-6
Cc1cc(=O)[nH]c(N/N=C/c2c(C)nn(-c3ccccc3)c2Cl)n1	1	i	1.2	3	-4	2.0	0	0	17
Cc1ccc(S(=O)(=O)N[C@H](C(=O)Oc2ccc3c(C(F)(F)F)cc(=O)oc3c2)c2ccccc2)cc1	36*	/	-0.8	-4	-8	/	9	0	20*
CCCCNC(=O)CC1N=C2c3ccccc3N=C(SCC(=O)Nc3cccc(C)c3)N2C1=O (stereo not drawn)	2	i	0.5	0	0	-0.3	2	-6	1
COc1ccc(C)cc1N(CC(=O)N1CCc2ccccc2C1)S(C)(=O)=O	5	i	-0.4	6	-4	0.3	-3	3	-1
COc1ccc(C=NCC2OCCc3ccccc32)cc1OC (stereo not drawn)	-7	i	-1.2	-1	-5	0.5	-8	2	2
